aDG glyco up = alpha-DG glycosylation activation. activation, % at 10 µM. hit rate 0.22% among 360,000. AID 624168. Pro5-aDG cells, alpha-DG glycosylation AlphaScreen (IIH6); 0% Pro5, 100% B10-LARGE cell signal;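 active means activation of at least 8% versus controls, or a plate z-score of at least 8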;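 further: Pro5 are CHO cells carrying HIG-tagged alpha-DG that lacks glycosylation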
Granule exo inh = lytic granule exocytosis inhibition. TALL-104 LAMP-1 surface exposure, flow cytometry; cells stimulated with thapsigargin and PMA. inhibition, % at 10 µM. hit rate 0.66% among 360,000. AID 651702;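 active means inhibition above about 55%, limit read from the data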
Vif imaging = inhibitors of HIV Vif; HEK293T cells, Vif self-association by quenched fluorescence, imaging, 24 h; inhibition, % at 7.49 µM; hit rate 0.35% among 340,000; in the data active means inhibition above about 50%, passing the limit was not always enough; further: some results filed as inactive read as strong as hits
hiPSC survival = hiPSC single-cell survival enhancement; ATPlite luminescence; 100% = ROCK inhibitor wells, 0% = DMSO; survival enhancement, % at 20 µM; hit rate 0.044% among 360,000; in the data active means survival enhancement above about 18%;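 further: cells exposed to compounds for 16 hours before the ATP read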
HIF-2a block = HIF-2a inhibition; 786-0 RCC cells HIF-2a reporter, luciferase luminescence, overnight; inhibition, % at 18.8 µM; hit rate 0.72% among 360,000;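 active means inhibition of the luminescence signal of 40% or more relative to plate controls, in a single-dose primary screen at 18.75 µM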
PDI turbidity = blocks human protein disulfide isomerase activity; P07237; PDI insulin aggregation turbidity, A650, 90 min; inhibition, % at 10 µM; hit rate 0.052% among 350,000;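 active means mean inhibition across replicates of 30% or more, whatever share of single replicates reach that level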;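 further: absorbance from insulin aggregation driven by PDI reduction with DTT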
Target sequence (P07237 whole entry, looked up): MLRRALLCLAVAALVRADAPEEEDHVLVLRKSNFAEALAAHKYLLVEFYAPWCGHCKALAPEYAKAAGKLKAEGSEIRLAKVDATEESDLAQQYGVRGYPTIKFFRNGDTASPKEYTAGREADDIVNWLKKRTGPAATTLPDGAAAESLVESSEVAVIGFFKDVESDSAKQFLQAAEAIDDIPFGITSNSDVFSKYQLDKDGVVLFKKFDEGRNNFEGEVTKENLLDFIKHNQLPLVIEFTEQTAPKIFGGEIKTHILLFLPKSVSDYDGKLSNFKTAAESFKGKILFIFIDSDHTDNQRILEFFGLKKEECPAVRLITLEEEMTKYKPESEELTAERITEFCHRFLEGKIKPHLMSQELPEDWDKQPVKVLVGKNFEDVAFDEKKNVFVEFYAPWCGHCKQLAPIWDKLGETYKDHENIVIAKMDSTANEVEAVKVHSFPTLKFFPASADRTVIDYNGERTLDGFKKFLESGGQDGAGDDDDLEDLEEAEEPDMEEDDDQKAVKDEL
TRPM1 prom inh = reduces MITF-dependent TRPM1 promoter luciferase signal; SK-MEL-5 TRPM1 promoter luciferase, 24 h; AID 488899; inhibition, % at 12.5 µM; hit rate 0.83% among 330,000;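 active means mean inhibition across replicates of 60% or more, whatever share of single replicates reaches that level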; further: values of inactives mirror those of a sister screen read the other way
NR2E3 ag-1 = activates human photoreceptor nuclear receptor NR2E3; GST-NR2E3/biotin-RetCOR TR-FRET, 1536-well; inhibition of corepressor binding, % at 4.78 µM; AID 2300; Q9Y5X4; hit rate 0.12% among 320,000;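 active means percent inhibition above the cutoff of mean plus 3 SD of all tested compounds, set per screening campaign, cut at about 20% in these data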;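 further: 0% = DMSO wells and 100% = biotin wells as full block of FRET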
Target sequence (Q9Y5X4 whole entry, looked up): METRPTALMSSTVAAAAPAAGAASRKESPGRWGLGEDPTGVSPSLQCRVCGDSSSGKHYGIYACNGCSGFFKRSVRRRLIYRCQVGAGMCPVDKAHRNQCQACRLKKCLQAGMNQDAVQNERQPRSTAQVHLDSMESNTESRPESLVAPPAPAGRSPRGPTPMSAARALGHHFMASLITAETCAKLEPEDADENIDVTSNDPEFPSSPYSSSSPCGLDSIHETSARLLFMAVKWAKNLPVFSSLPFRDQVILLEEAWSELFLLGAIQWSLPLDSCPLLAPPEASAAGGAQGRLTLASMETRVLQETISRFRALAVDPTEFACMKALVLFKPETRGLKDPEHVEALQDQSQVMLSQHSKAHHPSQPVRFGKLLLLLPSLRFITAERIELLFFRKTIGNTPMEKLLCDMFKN
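System: GST-tagged NR2E3 plus biotinylated RetCOR corepressor; Amount: 1.35 nM GST-tagged NR2E3 final; Dosing: single nominal compound dose of 4.8 µM; Schedule: 5 h incubation at 4 °C; Technique: TR-FRET with europium anti-GST and streptavidin-D2, 340 nm excitation; Controls: biotin wells as high control, 0.6% DMSO wells as low control.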
NR2E3 ag-2 = human photoreceptor-specific nuclear receptor agonism; Q9Y5X4; CHO-S Gal4-NCOR/VP16-NR2E3 two-hybrid, luciferase; inhibition of corepressor binding, % at 3.98 µM; hit rate 0.35% among 360,000; AID 602229;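 active means inhibition above the mean of all tested compounds plus 3 SD, cut at about 70% in these data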;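 further: 0% = DMSO with NR2E3 transfected cells and 100% = cells lacking NR2E3 construct; higher means lower luciferase signal from less NR2E3 corepressor binding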
CaV13 ICDI inh = Primary screen for inhibitors of IQ motif and Ca2+-dependent inactivation inhibitor domain binding in CACNA1D, Förster resonance energy transfer in living cells, …. hit rate 0.098% among 340,000. AID 743397. inhibition, % at 12.3 µM. HEK cells, CFP/YFP FRET ICDI-IQ, plate reader, 10 min; percent FRET-ratio fall versus neutral wells;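 active means mean replicate inhibition of at least 30% and at least 1% of replicates passing that level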;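 further: 0% = median of the neutral control wells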
Peg3 prom inh = Peg3 promoter activity inhibition. HeLa PEG-Prom luciferase reporter, luminescence, overnight. inhibition, % at 20 µM. hit rate 1.7% among 360,000;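 active means inhibition of at least 50% at 20 µM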
* = called active by the depositor; . = no result given.

SMILES	aDG glyco up	Granule exo inh	Vif imaging	hiPSC survival	HIF-2a block	PDI turbidity	TRPM1 prom inh	NR2E3 ag-1	NR2E3 ag-2	CaV13 ICDI inh	Peg3 prom inh
CCOC(=O)C1C(=O)CC(C)(O)C(C(=O)OCC)C1c1ccc(OC)cc1 (stereo unspecified)	0.4	-1	18	-2.7	2	0	-5	0	-1	-5	5
COc1cc(Cl)c(C)cc1NC(=O)COC(=O)c1ccc(CN2CCCC2=O)cc1	-0.2	0	6	0.5	9	-2	.	-1	-8	-12	1
CCn1c2ccccc2c2nnc(SCC(=O)Nc3ncccn3)nc21	0.3	-2	5	3.2	17	3	1	-1	7	-4	4
O=C(N1CCCCC1)N1CCN(S(=O)(=O)c2cccc([N+](=O)[O-])c2)CC1	-0.4	4	-3	0.1	-4	8	-11	0	-10	-7	6
c1ccc(-n2ncc3c(N4CCCCC4)ncnc32)cc1	0.5	-4	-12	-2.9	15	2	16	0	-33	-6	-3
C/C(=N\NC(=O)C1COc2ccccc2O1)c1cc2ccccc2o1 (stereo unspecified)	-0.2	4	-6	-0.6	-21	-60	-15	2	-13	-2	-27
CCOC(=O)C1=C[C@]2(CC)CCCN3CCc4c(n1c1ccccc41)[C@@H]32	-0.2	-3	-1	-2.0	20	-6	10	-2	-17	-5	2
COc1ccc(CNC(=O)C[C@H]2C[C@H](C(=O)N3CCCCC3)[C@@]3(CCc4ccccc4)c4[nH]c5cc(-c6ccco6)ccc5c4CCN3C2=O)cc1OC	0.3	1	-7	-0.8	9	13	6	.	-42	.	8
O=C(NCC1CCCN(C(=O)Cc2ccccc2Cl)C1)c1ccc(F)cc1 (stereo unspecified)	-0.2	-3	-8	-0.6	-28	-5	1	6	12	-3	-5
COc1ccccc1NS(=O)(=O)c1ccc(Br)s1	0.0	-4	9	-3.6	17	2	7	0	-10	-4	8
COc1ccc(N2CCN(C(=O)c3ccccc3NC(=O)c3ccccc3)CC2)cc1	-0.2	3	-9	-0.2	0	-3	-7	3	-23	-6	18
COc1cc(C(=O)NC2CCN(Cc3ccccc3)CC2)cc(Cl)c1OC	0.0	20	.	-0.3	18	0	0	-5	1	-17	13
CN(C)C(=O)CCc1ccc2c3c([nH]c2c1)[C@]1(CCC2CCCC2)[C@@H](C(=O)N2CCOCC2)C[C@H](CC(=O)NC(C)(C)C)C(=O)N1CC3	0.2	-1	-10	-1.7	-1	7	8	.	-16	-4	-5
O=C(CSc1ccc(-c2ccccc2)nn1)N1CCN(c2ccccc2)CC1	0.5	-3	2	-0.5	14	-2	-6	-2	9	-3	2
Cc1cc(=O)oc2c(C)c(OC(C)C(=O)NC(Cc3c[nH]c4ccc(O)cc34)C(=O)O)ccc12 (stereo unspecified)	0.1	6	-14	1.7	11	.	2	-4	-2	.	-4
COc1cccc(CNC(=O)CCS(=O)(=O)Cc2ccc(C)cc2)c1	-0.1	26	-4	0.4	12	-7	9	0	18	-3	-4
CCC1(CC)NC(=O)N(CC(=O)N2CCN(c3ccccc3F)CC2)C1=O	0.9	-2	-10	0.9	7	-6	0	0	-6	-2	-8
COc1ccc(C(C)(NC(C)=O)c2nc(-c3cccc(C#N)c3)cs2)cc1 (stereo unspecified)	-0.1	3	1	-1.4	12	4	.	.	1	-4	14
C=CCN([C@H](C(=O)OC)C(C)C)S(=O)(=O)CCNCc1ccccc1	0.0	-10	0	3.3	2	-4	-2	.	7	-10	-5
CCOc1ccc(NC(=O)CN(c2ccc(C)cc2)S(=O)(=O)c2c(C)nn(C)c2C)cc1	-0.1	-2	-5	-0.4	13	-3	-6	7	11	-2	0
CN(CC(CC(=O)Nc1nncs1)c1ccccc1)S(=O)(=O)c1ccc(Br)cc1 (stereo unspecified)	0.3	0	9	-0.3	-7	.	-6	1	-31	-2	-5
CC(=O)Oc1c(C)c(C)c2c(c1C)CCC(C)(CCCC(C)CCCC(C)CCCC(C)C)O2 (stereo unspecified)	0.3	1	-5	-1.5	-2	-2	6	4	-13	-5	9
CCOC(=O)C1(Cc2cccc(Cl)c2)CCCN(C(=O)c2cc(C)[nH]n2)C1 (stereo unspecified)	-0.2	-1	1	-0.3	12	3	3	3	-10	.	17
COc1ccccc1-n1cnc2cc(C(=O)N3CCOCC3)ccc21	0.1	-1	-3	0.2	-30	10	3	-3	6	-1	-13
CC1CN(CCOCCOc2ccccc2-c2ccccc2)CC(C)O1 (stereo unspecified)	0.1	0	-3	0.5	10	0	2	-2	6	14	17
COC(C[C@H]1O[C@H]1C(=O)[C@H](C)OCc1ccccc1)OC	-0.2	-2	.	-2.8	7	6	-2	2	-1	-4	-2
CC(C)NC(=O)Nc1ccc2c(c1)C(=O)N([C@@H](C)CO)C[C@H](C)[C@H](CN(C)S(=O)(=O)c1ccccc1)OCCCC[C@H](C)O2	0.0	1	-20	-1.7	-1	-9	.	.	-16	-3	7
CSc1ncccc1C(=O)OCC(=O)N1CCN(S(=O)(=O)c2ccc(C)cc2C)CC1	-0.3	-6	-16	1.2	18	0	7	-1	-2	-6	1
Cc1nc2ccccc2c(=O)n1/N=C/c1ccc(F)cc1	-0.1	17	4	-0.3	-140	1	-10	-4	-9	-21	-60
Cn1c(SCC(=O)c2ccc3c(c2)OCCO3)nnc1C1CC1	0.1	1	-2	-1.6	-64	2	-9	-2	4	.	-49
CCc1ccc(NC(=O)Cn2ccn(-c3cccc(Cl)c3)c(=O)c2=O)cc1	-0.2	-1	15	0.6	13	.	5	0	7	-2	10
Cc1ccc(C(c2sc3nc(C)nn3c2O)N2CCN(CCO)CC2)cc1 (stereo unspecified)	0.1	10	13	-1.0	-3	.	.	-1	-4	-3	2
O=C(CCC(=O)c1cccs1)c1cccs1	0.1	5	-29	-3.0	-194	-2	-36	0	-116	-4	-284
CCN(CC(=O)Nc1c(F)cccc1F)C(=O)c1ccc(NC(=O)CC2SC(N3CCCC3)=NC2=O)cc1 (stereo unspecified)	0.2	1	1	2.1	3	0	7	3	2	-14	6
CC(=O)Nc1ccc(/C=N/NC(=O)CNS(=O)(=O)c2ccccc2)cc1	0.5	-3	-2	3.6	19	-4	13	-1	-29	-3	15
CCN1C(=O)/C(=C/C=C2\N(CC)c3cc(S(=O)(=O)N(C)C)ccc3N2c2ccccc2)SC1=S	-0.2	3	-6	1.3	24	2	36	0	24	-4	26
Cc1ccc(CN(C)C(=O)c2cccc(S(=O)(=O)N3CCc4ccccc4C3)c2)o1	-0.1	-2	-1	-0.2	14	-6	0	2	8	-6	21
Cc1cc(C(=O)COC(=O)/C=C/c2ccc(F)cc2)c(C)n1C	-0.1	-2	-6	1.9	-35	3	-20	3	0	-3	-41
CC(C)c1nc(SCC(=O)N2CCCCCC2)c2c(=O)n(C)c(=O)n(C)c2n1	0.3	1	9	-0.3	16	-8	3	4	-8	-3	27
CC(=O)c1ccc(Cl)c(Cl)c1Cl	-0.1	-2	4	-1.2	10	.	1	3	14	.	-10

Compound profiles, from the list above:
Record of `CCn1c2ccccc2c2nnc(SCC(=O)Nc3ncccn3)nc21` = aDG glyco up = 0.3; Granule exo inh = -2; Vif imaging = 5; hiPSC survival = 3.2; HIF-2a block = 17; PDI turbidity = 3; TRPM1 prom inh = 1; NR2E3 ag-1 = -1; NR2E3 ag-2 = 7; CaV13 ICDI inh = -4; Peg3 prom inh = 4
Record of `COC(C[C@H]1O[C@H]1C(=O)[C@H](C)OCc1ccccc1)OC` = aDG glyco up = -0.2; Granule exo inh = -2; Vif imaging = .; hiPSC survival = -2.8; HIF-2a block = 7; PDI turbidity = 6; TRPM1 prom inh = -2; NR2E3 ag-1 = 2; NR2E3 ag-2 = -1; CaV13 ICDI inh = -4; Peg3 prom inh = -2

Following part.
SMILES	aDG glyco up	Granule exo inh	Vif imaging	hiPSC survival	HIF-2a block	PDI turbidity	TRPM1 prom inh	NR2E3 ag-1	NR2E3 ag-2	CaV13 ICDI inh	Peg3 prom inh
CC1(C(=O)NS(=O)(=O)c2cccs2)CCN1C(=O)CC1CCCC1 (stereo unspecified)	0.8	-6	19	-1.8	15	-7	.	.	-11	-7	0
O=C(CSc1nnc(-c2ccc(C(F)(F)F)cn2)o1)Nc1cccc(Cl)c1	-0.3	-8	5	-0.4	-265	3	-46	2	-144	-10	-281
Cc1nc2ccc([N+](=O)[O-])cc2s1	-0.4	-1	10	5.4	-4	-5	8	2	-29	20	-1
O=C1OCCC1Sc1nnc(-c2ccco2)o1 (stereo unspecified)	-0.1	-2	.	-1.5	27	-10	0	1	-13	.	4
O=C1/C(=C/c2cccc([N+](=O)[O-])c2)CCc2ccccc21	0.2	2	136*	-1.5	-43	-4	-6	1	-7	-6	27
CN(C)CCNC(=O)C1CCCNC1=O (stereo unspecified)	-0.1	1	-13	-2.7	7	1	2	0	9	-9	7
CC(=O)c1ccc(N(CC(=O)NC2CCS(=O)(=O)C2)S(=O)(=O)c2ccc(Cl)cc2)cc1 (stereo unspecified)	-0.3	2	1	-0.5	9	1	-2	0	-12	-6	-1
Cc1cccc(C(=O)NC(=S)N2CCc3ccccc3C2)c1	0.1	0	3	1.7	5	-9	-4	3	18	-5	-9
N#CC1=C(N)Oc2n[nH]c(-c3cccnc3)c2C1c1ccc([N+](=O)[O-])o1 (stereo unspecified)	0.3	4	-2	-0.1	9	-1	8	0	-13	0	9
CC(C)CNS(=O)(=O)c1ccc(S(=O)(=O)N2CCN(CCC#N)CC2)cc1	0.2	3	11	-1.9	12	.	.	5	7	-2	10
CCOc1cc(/C=C2\NC(=O)NC2=O)ccc1OC(C)C(=O)O (stereo unspecified)	0.0	-1	-9	-1.0	9	16	10	3	-3	0	15
COC(=O)C1CCN(C(=O)Cc2c(OC)ccc3cc(Br)ccc23)CC1	0.0	1	6	-0.2	11	1	-1	0	-28	-16	-3
CCC(CC)C(=O)Nc1cccc(-c2ccc3nncn3n2)c1	0.7	-1	11	-0.4	-2	-4	-1	0	1	-16	-20
Cc1ccc2cc(NC(=O)c3cccc(F)c3)ccc2n1	0.1	-1	2	-0.1	-264	-6	-76	-2	-91	-17	-305
COC(=O)c1cc(-c2ccc(Br)cc2)on1	-0.3	2	5	-2.2	2	.	.	-4	-7	-7	-11
COc1ccccc1NC(=O)Nc1nnc(CC(=O)Nc2ccccc2C)s1	0.6	4	7	-0.3	13	3	2	2	8	-4	16
CCN(CC)C(=O)CSc1nnc(SCc2ccc(Cl)cc2)s1	1.0	0	-3	1.5	-8	13	0	3	6	-6	-15
O=C(CCC(=O)c1cccs1)OCC(=O)N1CCN(C(=O)c2ccco2)CC1	-0.1	3	34	-1.5	-1	7	4	2	-6	.	-8
CCOC(=O)C1(S(=O)(=O)c2ccc(Cl)cc2)CCN(Cc2ccc(C)cc2)CC1	-0.3	-4	-3	-1.7	9	1	-2	2	-16	-5	17
C=CCNC(=O)c1ccc(Sc2ccc(C)cc2)c([N+](=O)[O-])c1	-0.2	-14	-1	-3.8	14	6	6	-2	9	.	21
CC(Cn1cncn1)C(=O)N1CCN(S(=O)(=O)c2ccccc2)CC1 (stereo unspecified)	0.0	10	0	0.4	10	7	-5	-1	-20	-8	19

Screening results deposited in PubChem by several laboratories.

This is a random part of the collection, and some 3.5% of all compounds hit somewhere here.
